# E coli RNAP: inhibitors of Escherichia coli RNA polymerase. inhibition, %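 (tested at 10 µM)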. E. coli RNA polymerase, fluorescence transcription assay. hit rate 0.2% among 62,000; in the data active = inhibition above about 20%;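 also: 0% = enzyme without compound and 100% = no enzyme blank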
# C1s inh: blocks human complement C1s protease activity; AID 538; purified C1s, fluorogenic AMC substrate, pooled mixtures; hit rate 0.16% among 62,000; P09871; mean inhibition % of two 10-compound mixtures (active compounds read high), % at 5 µM (by protocol);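 active = inhibition above 20% in each of the two 10-compound mixture wells holding the compound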;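 also: 0% = enzyme wells lacking compound mixture and 100% = no-enzyme blank wells; some compounds called inactive have numbers as strong as hits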
# CatL block: blocks human cathepsin L protease activity | P07711 | purified cathepsin L, fluorogenic substrate, fluorescence | inhibition, %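 (tested at 10 µM)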 | hit rate 0.17% among 58,000 | AID 460; in the data active = inhibition above about 45%;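 also: 0% = enzyme with no compound and 100% = no enzyme blank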
# Target sequence (P07711 114-288 limits assumed): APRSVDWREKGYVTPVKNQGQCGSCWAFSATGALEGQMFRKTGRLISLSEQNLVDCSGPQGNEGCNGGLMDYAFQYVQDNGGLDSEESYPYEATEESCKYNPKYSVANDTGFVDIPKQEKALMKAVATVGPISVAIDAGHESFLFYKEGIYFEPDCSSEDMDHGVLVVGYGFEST
# Target sequence (P07711 292-333 limits assumed): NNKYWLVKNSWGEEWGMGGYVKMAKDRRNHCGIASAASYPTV
# FXIa inh mix: factor XIa (human) inhibition, mixture screen; P03951; purified FXIa, fluorogenic substrate, pooled mixtures; inhibition, % at 5 µM; hit rate 0.19% among 62,000; AID 680; in the data active = inhibition above about 20%, passing the limit was not always enough;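 also: each value is inhibition by a whole ten-compound pool holding the compound; 0% = enzyme with no mixture and 100% = wells lacking enzyme; strong numbers were not always called active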
# CatB mix inh: inhibitors of human cathepsin B in compound mixtures; P07858; Purified cathepsin B, AMC dipeptide fluorescence; inhibition, %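 (ten-compound pools at 5 µM per compound and 50 µM total)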; hit rate 0.06% among 62,000; AID 488; in the data active = inhibition above about 22%, passing the limit was not always enough;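 also: 0% = enzyme without compound and 100% = no enzyme blank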
# CatB inh: inhibitors of human cathepsin B; P07858; purified cathepsin B, fluorogenic substrate, fluorescence; inhibition, %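 (tested at 10 µM)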; hit rate 0.1% among 63,000; in the data active = inhibition above about 21%;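 also: 0% = enzyme with no compound and 100% = no enzyme blank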
# AP ELISA ortho: alternative pathway complement inhibition, orthogonal assay | Human serum alternative complement pathway, LPS-coated ELISA, C3 deposition; tested in compound mixtures | inhibition, % at 5 µM | hit rate 0.08% among 62,000 | AID 1235;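 active = inhibition above 30% in each of the two pooled mixtures holding the compound, so the lower value exceeds 30%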;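 also: 0% = serum in Mg-EGTA without compound and 100% = EDTA serum blank; some compounds past the cut are filed as inactive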
#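 Assay system: Human serum alternative complement pathway, C3 deposition on LPS-coated wells | Incubation: 1 h serum-compound exposure at 37 °C | Doses: 5 µM per compound in ten-compound mixtures | Read-out: Percent inhibition | Technique: ELISA with HRP anti-human C3 antibody, TMB substrate, absorbance 450 nm | Replication: Two pool placements per compound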
# Cathepsin G inh: cathepsin G (human) inhibition | P08311 | purified enzyme, AMC-tetrapeptide fluorescence, pooled mixtures | inhibition, % at 5 µM (by protocol) | hit rate 0.2% among 62,000 | AID 581;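 active = inhibition above 20% in each of the two mixture wells holding the compound; inactive = inhibition of 20% or less in either well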;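 also: 0% = enzyme control without mixture and 100% = blank lacking enzyme; strong numbers were not always called active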
# Target sequence (P08311 21-244 limits assumed): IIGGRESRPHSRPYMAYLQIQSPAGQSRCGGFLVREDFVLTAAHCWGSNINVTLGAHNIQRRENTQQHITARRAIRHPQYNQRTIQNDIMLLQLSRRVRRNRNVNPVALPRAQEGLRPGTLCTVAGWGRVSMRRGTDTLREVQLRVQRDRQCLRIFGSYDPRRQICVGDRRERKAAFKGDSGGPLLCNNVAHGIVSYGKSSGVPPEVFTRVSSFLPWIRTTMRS
# CatS block: human cathepsin S inhibition. inhibition, %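 (tested at 5 µM per compound within 10-compound mixtures)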. P25774. hit rate 0.06% among 62,000. recombinant cathepsin S, AMC dipeptide fluorescence, pooled mixtures; in the data active = inhibition above about 32%, passing the limit was not always enough;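 also: 0% = enzyme without compound and 100% = blank without enzyme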
# Target sequence (P25774 115-331 limits assumed): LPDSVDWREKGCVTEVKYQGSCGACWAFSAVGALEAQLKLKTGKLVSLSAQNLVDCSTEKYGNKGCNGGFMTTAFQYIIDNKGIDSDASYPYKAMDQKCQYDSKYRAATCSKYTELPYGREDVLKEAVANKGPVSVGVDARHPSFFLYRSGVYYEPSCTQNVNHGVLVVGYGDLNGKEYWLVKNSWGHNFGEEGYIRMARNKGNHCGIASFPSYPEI
# Numbers without * were called inactive; / = not tested or not shown. Only part of the results is shown, so the mix of outcomes need not match the whole.
SMILES,E coli RNAP,C1s inh,CatL block,FXIa inh mix,CatB mix inh,CatB inh,AP ELISA ortho,Cathepsin G inh,CatS block
Cc1csc(=Nc2ccc(S(=O)(=O)N3CCOCC3)cc2)n1Cc1ccco1,0,-28,-5,8,1,-1,12,-1,-2
COC(=O)C(NC(=O)C(NC(=O)c1ccccc1)C(C)C)C(C)C (centres undefined),6,-29,-5,8,4,-1,27,1,-14
CCCCn1c(=O)n(Cc2cccc(F)c2)c(=O)c2c1ncn2Cc1ccco1,6,11,6,4,-4,4,-2,8,-2
O=C(CSc1nc2ccccc2c(=O)[nH]1)N1CCCCC1,10,-53,27,7,6,5,2,1,9
CCOC(=O)CC12CN3CN(C1)CC(CC(=O)OCC)(C3)C2=O,1,-7,11,6,5,1,19,-6,-7
CC(C)N1CC(C(=O)Nc2ccc(Br)c(Cl)c2)CC1=O (centres undefined),14,4,22,-6,-4,-6,-3,2,0
COC(=O)c1sccc1NC(=O)Cn1nnc(-c2ccc(C)cc2)n1,6,15,-20,8,3,2,12,8,-9
O=C(NCCCN1CCOCC1)c1ccc(CS(=O)(=O)c2cccc(C(F)(F)F)c2)o1,4,-5,16,-10,2,8,-8,12,8
Clc1ccc(Cl)c(OCCN2CCOCC2)c1,0,-3,-8,-3,-1,4,13,-4,-7
COC1CCCCC1Nc1cc(C)ccc1C (centres undefined),8,14,7,5,3,4,11,12,-3
CCOc1cc2c(cc1OCC)C(C(=O)O)C(c1cc(Br)c(O)c(OC)c1)N(C)C2=O (centres undefined),6,12,16,8,4,4,8,10,5
CCn1nnnc1SCC(=O)Nc1nnc(C(C)C)s1,4,-4,7,0,3,-1,8,6,-1
COc1cccc2[nH]c3c(N4CCC(C)CC4)ncnc3c12,-6,-18,-19,2,1,-3,3,-10,0
O=S1(=O)N=C(Nc2ccc(N3CCOCC3)cc2)c2ccccc21,-8,2,-15,10,-4,-6,20,2,-5
Cc1c(C(O)CN2CCC(C(N)=O)CC2)c2ccccc2n1C (centres undefined),7,-18,-4,6,3,7,-2,-4,11
CCCC(=O)C1=C(O)C(C(=O)OC)C(C)(C)CC1=NC (centres undefined),9,-1,/,4,2,6,-7,1,14
CN1CCN(C(=O)c2ccc3c(c2)NC(=O)C(N2CCOCC2)S3)CC1 (centres undefined),2,15,13,5,-2,2,8,8,-6
Cn1cc(C(=O)NCCc2ccccc2)c(=O)c2cc(S(=O)(=O)N3CCOCC3)ccc21,0,2,-10,8,1,-1,14,7,-8
O=C(CSc1ncn[nH]1)Nc1ccc(Br)cc1F,-1,8,2,3,2,2,19,9,3
O=C(CN1C(=O)CC(c2ccco2)Sc2ccccc21)Nc1ccc2c(c1)OCCO2 (centres undefined),6,3,1,10,8,-1,24,4,9
Cc1cccc(N2CCN(C3=NC(=O)C(=C4CCCCC4)S3)CC2)c1,2,3,-21,10,3,-5,12,-1,-6
N#CC1=C(N)SC(N)=C(C#N)C1Cc1ccccc1,14,40,13,6,6,6,7,9,19
N/C(=N\S(=O)(=O)c1cccs1)c1ccccc1,4,-55,9,5,0,5,-10,-8,15
O=C1CCCN1CCC1CCN(C(=O)Nc2ccccc2)CC1,5,2,22,4,4,3,12,10,17
Cc1cc(C(=O)CSc2nnc(-c3ccco3)o2)c(C)n1Cc1ccco1,7,-5,6,-2,-5,5,-3,-5,15

# Arranged by SMILES length (falling): some entries from above.
SMILES,E coli RNAP,C1s inh,CatL block,FXIa inh mix,CatB mix inh,CatB inh,AP ELISA ortho,Cathepsin G inh,CatS block
CCOc1cc2c(cc1OCC)C(C(=O)O)C(c1cc(Br)c(O)c(OC)c1)N(C)C2=O (centres undefined),6,12,16,8,4,4,8,10,5
O=C(CN1C(=O)CC(c2ccco2)Sc2ccccc21)Nc1ccc2c(c1)OCCO2 (centres undefined),6,3,1,10,8,-1,24,4,9
Cc1csc(=Nc2ccc(S(=O)(=O)N3CCOCC3)cc2)n1Cc1ccco1,0,-28,-5,8,1,-1,12,-1,-2
CN1CCN(C(=O)c2ccc3c(c2)NC(=O)C(N2CCOCC2)S3)CC1 (centres undefined),2,15,13,5,-2,2,8,8,-6
Cc1cc(C(=O)CSc2nnc(-c3ccco3)o2)c(C)n1Cc1ccco1,7,-5,6,-2,-5,5,-3,-5,15
Cc1cccc(N2CCN(C3=NC(=O)C(=C4CCCCC4)S3)CC2)c1,2,3,-21,10,3,-5,12,-1,-6
COC(=O)C(NC(=O)C(NC(=O)c1ccccc1)C(C)C)C(C)C (centres undefined),6,-29,-5,8,4,-1,27,1,-14
CCOC(=O)CC12CN3CN(C1)CC(CC(=O)OCC)(C3)C2=O,1,-7,11,6,5,1,19,-6,-7
O=S1(=O)N=C(Nc2ccc(N3CCOCC3)cc2)c2ccccc21,-8,2,-15,10,-4,-6,20,2,-5
Cc1c(C(O)CN2CCC(C(N)=O)CC2)c2ccccc2n1C (centres undefined),7,-18,-4,6,3,7,-2,-4,11
COc1cccc2[nH]c3c(N4CCC(C)CC4)ncnc3c12,-6,-18,-19,2,1,-3,3,-10,0
O=C1CCCN1CCC1CCN(C(=O)Nc2ccccc2)CC1,5,2,22,4,4,3,12,10,17
N#CC1=C(N)SC(N)=C(C#N)C1Cc1ccccc1,14,40,13,6,6,6,7,9,19
N/C(=N\S(=O)(=O)c1cccs1)c1ccccc1,4,-55,9,5,0,5,-10,-8,15
CCn1nnnc1SCC(=O)Nc1nnc(C(C)C)s1,4,-4,7,0,3,-1,8,6,-1
Clc1ccc(Cl)c(OCCN2CCOCC2)c1,0,-3,-8,-3,-1,4,13,-4,-7
COC1CCCCC1Nc1cc(C)ccc1C (centres undefined),8,14,7,5,3,4,11,12,-3

# Going on with the list:
SMILES,E coli RNAP,C1s inh,CatL block,FXIa inh mix,CatB mix inh,CatB inh,AP ELISA ortho,Cathepsin G inh,CatS block
CCn1c(CCC(=O)Nc2nc3c(s2)CCCC3)nc2cc(S(=O)(=O)N(C)C)ccc21,7,0,3,4,3,0,4,6,-5
COc1ccc(OC)c(CCNC(=O)CC2Oc3ccc(C)cc3NC2=O)c1 (centres undefined),5,-42,/,-2,-2,0,13,-5,-6
O=C(CCCC(=O)N(CC(=O)NC1CCCCC1)CC1CCCO1)Nc1ccccn1 (centres undefined),3,7,-7,3,3,2,19,14,4
O=C1CN(C(=O)c2ccccc2F)c2ccccc2N1,0,2,-1,0,1,1,23,5,1
Cn1c(=O)c2c(nc(SCCN3CCOCC3)n2Cc2ccc(F)cc2)n(C)c1=O,-2,-1,3,6,3,-1,11,6,-1
CCN1CCN(Cc2c(C)[nH]c3ccc(OC)cc3c2=O)CC1,-1,7,2,12,1,1,7,2,3
CCOc1ccc(N2C(=O)c3ccccc3C2O)cc1 (centres undefined),3,-6,/,2,0,1,12,-2,19
Cc1cc(C)c2c(N)c(C(=O)c3ccccc3)oc2n1,12,-58,44,7,-4,1,11,5,7
Cn1c(=O)c2c(nc(NCc3cccnc3)n2Cc2cccc(C(F)(F)F)c2)n(C)c1=O,12,-3,19,1,-2,6,0,0,11
COc1ccc(COn2c(=O)c(C)[n+]([O-])c3ccccc32)cc1OC,2,-4,12,3,-2,-2,16,8,12
COCCn1c(SCC(=O)c2ccc3c(c2)OCCO3)nnc1C(C)C,8,-26,4,-8,-4,-2,-8,-4,-1
CCOC(=O)C(C(=O)N1CCOCC1)C1CCCCC1 (centres undefined),5,12,28,2,1,5,9,9,11
O=C(C1CC(c2ccccc2O)=NO1)N1CCCC1 (centres undefined),13,12,0,11,9,1,2,5,19
COCCCN1C(=O)C(=O)/C(=C(/O)c2ccc3c(c2)CC(C)O3)C1c1cccnc1 (centres undefined),6,-15,23,4,7,0,10,9,6
CCC(C)C(=O)Nc1nnc(-c2cccs2)s1 (centres undefined),4,-70,12,-10,-16,1,-20,-11,-31
Cc1cc(C)n(-c2nc(C)nc(N)n2)n1,-1,-3,0,1,3,1,23,8,1
CCOC(=O)CNC(=O)c1cn(CC(C)C)c(=O)c2cc(OC)c(OC)cc12,6,-19,3,-2,0,1,-12,-8,17
CCOC(=O)C1CCCN(S(=O)(=O)c2cn(C)c(=O)n(C)c2=O)C1 (centres undefined),11,-1,22,1,1,4,10,13,4
O=C(CCC(=O)c1ccc(F)cc1)OC1CCOC1=O (centres undefined),4,16,-1,10,2,2,3,-1,-1
Cc1cc(C(=O)O)sc1C,-3,-30,2,3,1,3,13,-8,-7
O=S(=O)(Nc1nc2ccccc2nc1NCCO)c1cccc(Cl)c1,4,9,-23,6,2,-1,10,9,2
CCn1c(SCC(=O)c2cc(C)n(CC3CCCO3)c2C)nc2ccccc21 (centres undefined),2,2,7,24,-2,-2,9,6,7
COc1ccc(CCNc2oc(-c3ccc(C)cc3)nc2C#N)cc1OC,6,5,/,7,7,1,25,9,4
Cc1ccc(SCCNC(=O)C(C)C)cc1,4,-1,4,5,7,-7,16,1,0
Cc1c(C(=O)NCc2ccccc2Cl)oc2c1C(=O)CCC2,-1,-5,-1,4,-5,-3,9,-2,-5

# Continued; the last 2 above are carried over.
SMILES,E coli RNAP,C1s inh,CatL block,FXIa inh mix,CatB mix inh,CatB inh,AP ELISA ortho,Cathepsin G inh,CatS block
Cc1ccc(SCCNC(=O)C(C)C)cc1,4,-1,4,5,7,-7,16,1,0
Cc1c(C(=O)NCc2ccccc2Cl)oc2c1C(=O)CCC2,-1,-5,-1,4,-5,-3,9,-2,-5
COCCn1nnnc1C(C(C)C)N1CCOCC1 (centres undefined),0,-5,-3,4,-3,-2,10,0,17
O=C(Nn1cnnc1)C(Sc1ccccc1)c1ccccc1 (centres undefined),11,-30,2,-14,0,-1,-8,-6,0
CC1(C)Cc2c(c(-c3ccco3)nc3n[nH]c(N)c23)CO1,-7,-5,-2,6,0,3,-2,-5,1
CC1CCC(N2CCN(S(C)(=O)=O)CC2)CC1 (centres undefined),14,17,27,2,4,7,8,14,10
CCOc1ccc(OCc2ccc(C(=O)Nc3ccc(Cl)cn3)o2)cc1,5,-9,9,-1,-1,1,10,-4,1
CC1CC(C)CN(CCCNC(=O)C2CCN(S(=O)(=O)N3CCCCC3)CC2)C1 (centres undefined),4,4,3,-1,-5,-4,-7,2,12
CCOc1ccc(N2CC(C(=O)Oc3ccccc3)CC2=O)cc1 (centres undefined),2,19,0,11,6,2,3,11,0
O=C(Nc1ccc(S(=O)(=O)N2CCOCC2)cc1)C1COc2ccccc2O1 (centres undefined),6,-53,4,-3,2,7,0,-9,10
C=CCOc1ccc(C2N3CC4(C)CN2CC(CCC)(C3)C4=O)cc1 (centres undefined),0,-17,1,2,0,3,13,-1,14
CCCCOc1cccc(C(=O)Nc2ccc(N3CCN(CC)CC3)cc2)c1,4,-85,-1,-34,-4,2,4,-29,-21
COc1ccc2c(c1)c1nc(SCC(C)C)n(CCO)c(=O)c1n2C,5,-3,/,8,-3,0,0,20,6
COC(C)(C)[C@]12CC(O)(c3ccccc3)ON1[C@H]1CCCCC1N2O (some centres undefined),4,-8,2,-6,-3,4,8,8,-5

# Compound activity from PubChem.
